Bioassay records as filed in PubChem BioAssay.
HT1080-NT tox – kills 2HG-producing HT-1080-NT fibrosarcoma cells; AID 686970; actives 1.6% (n = 360,000); Potency, µM (top dose mostly 46.1 µM), for the others: at the highest dose activity, negative = less viability, most hits filed as cytotoxic; HT-1080-NT fibrosarcoma viability, CellTiter-Glo ATP luminescence, 48 h;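 further: NT is the 2HG producing partner of a matched IDH1 knockdown line; potency means the concentration at half of the fitted maximal effect; 0% = DMSO-treated cells and -100% = media-only wells without cells; nearly all actives have a fitted effect of over 55% in size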
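Read-out is CellTiter-Glo luminescence after 10 minutes at room temperature, following 48 hours' compound treatment of HT-1080-NT cells (750 cells/well, RPMI, 5% FBS, 37 degrees C).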
MCF10A rereplic – DNA re-replication induction in MCF 10a cells | Potency, µM (top dose mostly 46.1 µM), for inactives: at the top dose activity, positive = re-replication, usual class: activators | MCF 10A DNA re-replication, Hoechst nuclear intensity, 48 h | actives 2.9% (n = 350,000); further: potency means the concentration at half of the fitted maximal effect; % of control where 0% means no effect; nearly all actives have a fitted effect of over 50% in size
HT1080 IDH1KD tx – HT-1080 IDH1 knockdown cell toxicity (counter line); Potency, µM (top dose mostly 46.1 µM), for the others: at the top dose activity, negative = toxicity, most hits filed as cytotoxic; HT-1080 IDH1 knockdown viability, ATP luminescence, 48 h; actives 2% (n = 360,000);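 further: potency means the concentration at half of the fitted maximal effect; 0% = DMSO wells and -100% = cell-free medium wells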
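Knockdown cells (IDH1KD HT-1080) received compounds 2 h after plating at 750 cells/well and were kept 48 h at 37 °C in 5% FBS RPMI. A CellTiter-Glo luminescence read gave % activity for curve fitting.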
HEK293 tox – cytotoxic in the GLP-1 receptor inverse agonist counter-screen. HEK293 cAMP-luciferase reporter cells, luminescence, 24 h. actives 0.13% (n = 410,000). AID 624418. Potency, µM (highest dose often 38.3 µM), inactives show at the top dose activity change, negative = inhibition, hits mostly inhibitors;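 further: loss of luciferase light is scored as toxicity; potency means the concentration at half of the fitted maximal effect; on the % scale 0 is the no-effect control and ±100 the full control effect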
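To flag toxic compounds, the library was rerun on cells for 24 hr at 37 deg C and 5% CO2. Viability-linked luminescence was captured 12 min after adding luciferase detection reagent.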
KB-3-1 cytotox – KB-3-1 parental cell cytotoxicity | KB-3-1 viability, CellTiter-Glo ATP luminescence, 72 h | Potency, µM (doses to about 46.1 µM), inactives show at the top dose activity change, negative = cytotoxic, actives largely listed as cytotoxic | actives 1.4% (n = 400,000) | AID 1347075; further: potency means the concentration at half of the fitted maximal effect; on the % scale 0 is the no-effect control and ±100 the full control effect; nearly all actives have a fitted effect of over 60% in size
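Parental KB-3-1 viability, qHTS format: 72 h compound exposure, 37 °C; CellTiter-Glo; media-only wells and DMSO plates as controls; concentration-effect fits on corrected data.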
IL1B secr inh – inhibitors of inflammasome signaling (IL-1 beta secretion). THP-1 LPS/ATP IL-1B secretion, AlphaLISA, 16 h; hits give low values. activity change, % at 57.5 µM. actives 4.7% (n = 360,000); in the data active means activity change below about -50%; inconclusive means mostly about -30% to -49%; further: on the % scale 0 is the no-effect control and ±100 the full control effect
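THP-1 cells pretreated 1 hr with compounds (up to 57.5 uM final), then stimulated with LPS (250 ng/mL final) plus ATP (1.25 mM final); secreted IL-1B measured by AlphaLISA after 16 hr, decreased signal indicating inhibition.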
DRD3 agonist – D3 dopamine receptor (human) agonism; P35462; D3R DiscoveRx beta-arrestin cells, luminescence, 90 min; max activation, %; actives 0.58% (n = 410,000); AID 652048; in the data active means max activation above about 30%; further: 0% is about no effect; mostly tested at two doses, the higher about 12 µM
Target sequence (P35462 whole entry, looked up): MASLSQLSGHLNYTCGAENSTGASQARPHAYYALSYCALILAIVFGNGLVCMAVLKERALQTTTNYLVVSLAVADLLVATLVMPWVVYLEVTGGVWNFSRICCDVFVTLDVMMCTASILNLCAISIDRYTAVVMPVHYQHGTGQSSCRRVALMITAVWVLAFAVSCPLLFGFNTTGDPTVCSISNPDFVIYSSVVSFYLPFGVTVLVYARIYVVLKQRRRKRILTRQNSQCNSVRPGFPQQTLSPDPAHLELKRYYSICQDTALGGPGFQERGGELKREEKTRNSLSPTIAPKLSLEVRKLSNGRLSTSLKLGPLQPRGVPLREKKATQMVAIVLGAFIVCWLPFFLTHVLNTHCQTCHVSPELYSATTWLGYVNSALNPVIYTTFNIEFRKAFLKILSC
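Cells at 1500/well, incubated overnight, then treated with pinned compounds (dopamine as control) for 90 min at 37 degrees C. DiscoveRx reagent added for 30 - 60 minutes at room temperature; luminescence read.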
KB-V1 cytotox – kills drug-selected multidrug resistant KB-V1 cells; KB-V1 MDR cells viability, CellTiter-Glo, 72 h; Potency, µM (series often up to 46.1 µM), for the others: top-dose activity change, negative = cytotoxicity, hits mostly cytotoxic; actives 3.4% (n = 400,000); AID 1347076; further: potency means the concentration at half of the fitted maximal effect; on the % scale 0 is the no-effect control and ±100 the full control effect; nearly all actives have a fitted effect of over 60% in size
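Readout: CellTiter-Glo luminescence, 10 min after addition. Cells: KB-V1 MDR subline, 72 h at 37 degrees C with compound. Analysis: corrected, normalized data fitted to concentration-effect curves.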
SW480 rerep – inducers of DNA re-replication in SW480 colon cancer cells; SW480 DNA re-replication, Hoechst DNA content imaging, 48 h; Potency, µM (highest dose often 46.1 µM), for inactives: top-dose re-replication activation, usual class: activators; actives 1.8% (n = 340,000); AID 624297; further: potency means the concentration at half of the fitted maximal effect; % of control where 0% means no effect; nearly all actives have a fitted effect of over 55% in size
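SW480 cells exposed to compounds for 48 hr at 37 C, 5% CO2, then Hoechst-stained 40 min. Nuclear DNA content imaged by fluorescence scanning (405 nm excitation, 500-530 nm emission); re-replication scored as increased high-intensity nuclei.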
* = called active by the depositor; ? = inconclusive; · = no result given; [ ] = dose if it differs, or a comment. Unless noted, the call rests on the fitted dose curve; in most records, active means well fitted curve in the direction sought with a large enough effect; inconclusive means small, poorly fitted or top-dose-only effect, or another doubt; inactive means no such curve, though single readings can be large; an effect the other way counts as inactive or inconclusive.

Structure	HT1080-NT tox	MCF10A rereplic	HT1080 IDH1KD tx	HEK293 tox	KB-3-1 cytotox	IL1B secr inh	DRD3 agonist	KB-V1 cytotox	SW480 rerep
CC(C)N1C(=O)CCC1C(=O)NCc1cccs1 (stereo not drawn)	5.0%	2.7%	5.0%	-0.4%	12.4%	9.2	-3.7	2.2%	-8.0%
COC(=O)Nc1ccc(S(=O)(=O)NNC(=O)c2c(O)c3ccccc3[nH]c2=O)cc1	5.3%	20.6µM*	9.7%	12.0%	-10.9%	17.9	0.3	-7.9%	?
CCOC(=O)C1(CC2CCCCO2)CCN(C(=O)Nc2ccc(C(=O)OC)cc2)CC1 (stereo not drawn)	-0.5%	18.8%	-2.8%	-3.3%	-10.1%	-3.1	9.4	-17.1%	?
COc1ccc2[nH]c(=O)c(CN(Cc3cccs3)C(=S)Nc3cccc(C)c3)cc2c1	-2.6%	?	-14.9%	73.5%[activator]	-21.5%	-8.7	0.9	?	·
COc1ccccc1CN(C)C[C@H]1OCc2cnnn2CCCC(=O)N([C@@H](C)CO)C[C@@H]1C	20.2%	·	3.5%	-7.6%	23.1%	19.1	-2.7	12.9%	·
N#C/C(=C\c1cccn1S(=O)(=O)c1cccc([N+](=O)[O-])c1)S(=O)(=O)c1ccc(F)cc1	-12.1%	·	2.3%	1.0%	0.0%	37.7	0.1	12.7%	·
Cc1nnc(SCC(=O)Nc2ccc3c(c2)OCO3)n(N)c1=O	7.7%	2.2%	11.3%	-0.3%	-4.4%	-6.9	3.3	-5.0%	7.2%[1.84 µM]
Cc1cccc(/C=C/c2onc(C)c2[N+](=O)[O-])n1	?	7.31µM*	6.51µM*	?	10.3µM*	-96.7*	-3.6	?	?
Cc1cc(NC(=O)c2cc([N+](=O)[O-])ccc2Cl)no1	?	?	?	-15.4%	-28.8%	?	-0.1	?	?
CCOc1cc(N2CCOCC2)c(OCC)cc1NC(=O)COc1ncnc2ccc(Br)cc12	3.9%	6.8%	14.7%	-1.7%	-25.6%	11.5	-4.4	-25.4%	0.9%
O=C1C=CC(=O)N1c1ccc2c(c1)C(NC(=O)C(F)(F)F)c1ccccc1-2 (stereo not drawn)	-0.1%	?	?	?	·	-80.6*	-26.4	·	8.2µM*
Cc1ccc(S(=O)(=O)Nc2cc(Cl)c(O)cc2C)cc1	-21.1%	?	?	3.8%	-22.1%	2.1	-17.4	?	?
Cc1ccc(-c2nnn(CC(=O)NCCC3=CCCCC3)n2)cc1	-2.6%	?	1.2%	81.0%[activator]	-3.0%	25.2	1.9	15.6%	19.5%
COc1ccc(CCNC(=O)c2ccc(Cl)nc2)cc1	27.3%	4.2%	17.3%	10.1%	-3.6%	-18.7	-4.5	-18.1%	-1.5%
CCOC(=O)c1cc(OC(=O)c2cccs2)n(-c2ccccc2)n1	-16.4%	6.2%	0.6%	11.8%	-22.3%	-13.2	8.7	-2.8%	0.2%
CC(C)CC(=O)Nc1cccc(-c2csc(-c3ccccc3)n2)c1	?	?	-27.2%	-7.4%	-6.5%	-28.1	7.8	-2.8%	?

The list goes on, starting with the last 4 of the part before.
Structure	HT1080-NT tox	MCF10A rereplic	HT1080 IDH1KD tx	HEK293 tox	KB-3-1 cytotox	IL1B secr inh	DRD3 agonist	KB-V1 cytotox	SW480 rerep
Cc1ccc(-c2nnn(CC(=O)NCCC3=CCCCC3)n2)cc1	-2.6%	?	1.2%	81.0%[activator]	-3.0%	25.2	1.9	15.6%	19.5%
COc1ccc(CCNC(=O)c2ccc(Cl)nc2)cc1	27.3%	4.2%	17.3%	10.1%	-3.6%	-18.7	-4.5	-18.1%	-1.5%
CCOC(=O)c1cc(OC(=O)c2cccs2)n(-c2ccccc2)n1	-16.4%	6.2%	0.6%	11.8%	-22.3%	-13.2	8.7	-2.8%	0.2%
CC(C)CC(=O)Nc1cccc(-c2csc(-c3ccccc3)n2)c1	?	?	-27.2%	-7.4%	-6.5%	-28.1	7.8	-2.8%	?
CCOc1ccc(S(=O)(=O)N(C)c2ccc(OCC(=O)NCc3ccc(C(=O)OC)cc3)cc2)cc1	-1.5%	1.6%	-16.8%	0.9%	-7.2%	21.0	-4.1	-28.0%	-7.3%
CC(=O)Nc1ccc(C(=O)N/N=C/c2ccc(F)cc2)cc1	9.3%	1.3%	9.5%	-4.4%	1.5%	12.2	-6.3	11.8%	-7.7%
Cc1ccc(N2CC(c3nnc(Cc4ccc(F)cc4)o3)CC2=O)cc1 (stereo not drawn)	·	·	·	7.3%	3.0%	·	4.3	6.0%	·
N#Cc1ccc(S(=O)(=O)N2CCCN(c3ccc(C(F)(F)F)cn3)CC2)cc1	0.3%	?	-6.6%	0.4%	2.0%	?	12.8	-26.6%	11.6%
Cc1nn(-c2ccc(F)cc2)c(-n2cccc2)c1C(=O)N1CCN(c2ccccc2)CC1	·	·	·	-5.8%	-26.5%	·	-4.5	20.6µM*	·
CC(C)Sc1nc2ccc(N3C(=O)C4CCCCC4C3=O)cc2s1 (stereo not drawn)	6.1%	24.7%	13.3%	21.6%	3.9%	7.8	-4.1	-17.8%	4.9%
Cc1ccc(NC(=O)CSc2nc(O)cc(=O)n2-c2ccc(C)cc2)cc1	-4.2%	5.3%	0.0%	-22.4%	-1.0%	21.1	4.5	-11.2%	-4.4%
Cc1cc(C2C(=O)c3ccccc3C2=O)c(C)c(C)c1C	-6.7%	-5.7%	-5.1%	-3.4%	-4.3%	4.9	-1.0	19.0%	-16.2%
O=C(CCn1nnc2ccccc21)Nc1nnc(Cc2ccccc2)s1	-3.1%	8.0%	-0.2%	-1.0%	2.4%	15.6	-1.6	16.4µM*	-4.4%
CC(C)=C1C(=O)NN(c2cccc(Cl)c2)C1=O	-1.3%	16.7%	12.8%	-6.8%	14.5%	27.1	-16.5	37.2%	-1.6%
Cc1cc(NC(=S)N(Cc2ccc(Br)cc2)Cc2ccc(C(=O)O)cc2)ccc1Cl	?	?	?	12.4%	2.3%	?	-8.8	-3.6%	-5.8%
CC(C)NS(=O)(=O)c1ccc(OCC(=O)NCc2cccnc2)cc1	-1.3%	2.5%	6.1%	11.1%	5.5%	9.6	-5.6	-4.0%	-4.5%
O=C(Nc1nc(N2C(=O)c3ccccc3C2=O)n(-c2ccccc2)n1)c1ccccc1	2.7%	-41.8%[inhibitor]	4.7%	-2.2%	?	5.3	1.8	1.1%	-2.3%
CCCCN1C[C@H](Cc2ccccc2)[C@@H](CC(=O)NC)C1=O	2.2%	·	6.5%	4.4%	-0.3%	7.8	-1.5	-9.2%	·
COc1ccc(CNC(=O)Nc2cccc(Cl)c2)cc1	?	0.2%	-25.1%	5.6%	1.9%	-1.9	-4.3	0.0%	2.1%
COc1ccc(NC(=O)Nc2ccc3c(c2)C(=O)N([C@H](C)CO)C[C@@H](C)[C@@H](CN(C)C(=O)C2CCCCC2)OCCCC[C@H](C)O3)cc1	-14.9%	·	-11.0%	-6.3%	-8.5%	-24.0	-4.4	-27.5%	·
CN(Cc1ccccc1)C(=O)COc1ccc(-c2nnco2)cc1	6.9%	14.5%	6.8%	21.8%	-3.1%	-7.2	6.4	?	21.9%
CCOc1ccc(-n2nnnc2SCC(=O)Nc2cccc(O)c2)cc1	7.3%	?	0.9%	-7.2%	-3.3%	-23.4	13.8	4.5%	?
COc1cc(Cl)ccc1OCc1cc(C(=O)N2C[C@]3(C)C[C@H]2CC(C)(C)C3)no1	0.0%	20.6µM*	-27.1%	4.1%	·	-14.3	3.9	·	7.3%
O=C(CSc1nc(-c2ccc(F)cc2)cs1)N1CCc2ccccc21	19.9%	-20.7%	13.9%	-12.7%	3.6%	-9.0	2.5	2.2%	-2.3%
NS(=O)(=O)c1ccc(NC(=O)COC(=O)CSCc2ccc(F)cc2)cc1	0.3%	3.4%	4.0%	-25.1%	8.4%	0.8	1.3	13.3%	-3.6%
CC(=O)c1ccc(N2CCN(c3ccc4cc(S(=O)(=O)N5CCCCC5)ccc4n3)CC2)cc1	·	·	·	5.8%	5.2%	·	7.0	1.3%	·
CC(C)CC1NC(=O)N(CC(=O)Nc2cccc(Br)c2)C1=O (stereo not drawn)	-11.5%	20.6%	-3.9%	-1.5%	-0.6%	0.0	5.0	0.6%	-9.1%
O=C(CSc1nnc(CNC(=O)c2cccs2)o1)NC1CCCCC1	-1.3%	0.6%	-1.8%	23.7%	0.2%	-2.1	-5.0	8.5%	5.0%
CC(C)C[C@@H](CN)NC(=O)c1nc[nH]c1C(=O)N[C@@H](CC(C)C)C(=O)CNC[C@H](C)NC(=O)c1nc[nH]c1C(=O)N[C@@H](CC(=O)O)C(=O)O	2.9%	-1.5%	7.4%	2.2%	-3.4%	4.9	46.0*	0.0%	4.7%

Outcome played no part in choosing rows (roughly 11% active in at least one column).
